Compound activity from PubChem.
OX1R antag-1: human HCRTR1 antagonism; CHO/OX1R cells, Fluo-8 calcium fluorescence, orexin A; inhibition, % at 5 µM; 330,000 tested, 0.43% active; AID 434989;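 active = inhibition above its plate's threshold, mean inhibition of all tested compounds on the plate plus 3 SD, cut at about 37% in these data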;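 also: 0% = orexin A challenge wells and 100% = SB-334867-A antagonist wells; not every result past the cut was called active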
Target sequence (O43613 whole entry, looked up): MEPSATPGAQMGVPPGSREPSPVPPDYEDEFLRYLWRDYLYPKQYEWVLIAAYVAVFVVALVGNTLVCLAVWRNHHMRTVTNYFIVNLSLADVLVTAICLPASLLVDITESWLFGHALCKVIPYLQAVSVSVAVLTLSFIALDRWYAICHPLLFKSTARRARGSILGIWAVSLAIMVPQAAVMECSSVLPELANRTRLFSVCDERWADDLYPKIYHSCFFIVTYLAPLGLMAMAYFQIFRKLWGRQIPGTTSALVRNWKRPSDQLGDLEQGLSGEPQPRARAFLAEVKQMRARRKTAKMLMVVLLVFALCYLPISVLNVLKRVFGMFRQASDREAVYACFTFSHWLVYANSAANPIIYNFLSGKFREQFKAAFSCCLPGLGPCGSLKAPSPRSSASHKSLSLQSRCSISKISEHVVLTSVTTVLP
OX1R antag-2: OX1R (human) antagonism | 330,000 tested, 1.8% active | OX1R-expressing cells, FRET antagonist read-out | AID 485270 | inhibition, % at 6.6 µM; in the data active = inhibition mostly above about 38%, no sharp cut-off; inactive = mostly below about 40%;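 also: 0% = agonist challenge alone and 100% = reference antagonist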
Numbers without * were called inactive.

SMILES	OX1R antag-1	OX1R antag-2
COc1ccc2[nH]c3c(c2c1)CCN1C(=O)N([C@@H](C)C(=O)NCc2ccc(C)cc2)C(=O)[C@]31C	-28	14
CN1CCC(OC(=O)c2cc3cc(Cl)cc(Cl)c3oc2=O)CC1	-13	21
COc1cc(CC(=O)OCC(=O)NCc2ccc(C)cc2)cc(OC)c1OC	-30	2
C[C@H](NC(=O)c1nc[nH]c1C(=O)OCc1ccccc1)c1ccccc1	-11	-3
CS(=O)(=O)N1CCN(c2ccccc2NC(=O)c2cc3ccccc3o2)CC1	-9	20
Fc1ccc(/C=N/NC(=S)NCCc2ccccc2)cc1F	-39	6
O=C(c1cc2ncc(CCCl)cn2n1)N1CCCCCC1	-6	12
Cc1ccc(S(=O)(=O)NC(=O)NC(C)Cc2ccccc2)cc1 (stereo unspecified)	-14	2
c1ccc2[nH]c(SCC3CCCCO3)nc2c1 (stereo unspecified)	3	19
COc1cccc(CNC(=O)C2Cc3cc(S(=O)(=O)N4CCCC4)ccc3N2C(C)=O)c1OC (stereo unspecified)	-31	6
O=C(C1CC1)N(Cc1ccco1)c1nc(-c2ccccc2)cs1	-10	7
O=C(Nc1ccc2c(c1)OCO2)N1CCOCC1	3	10
Cc1ccsc1/C=N/Nc1ncc(Cl)cc1Cl	-13	43
Cc1ccc(C(=O)c2cnc3cc4c(cc3c2S(=O)(=O)c2ccccc2)OCCO4)cc1	-7	27
O=C(CN1CCN(Cc2ccccc2F)C1=O)NCC1CCCO1 (stereo unspecified)	-8	17
NC(=O)C1(c2ccccc2)CCOCC1	-2	15
COc1ccc(NC(=O)Cn2c(C)csc2=O)c(OC)c1	-17	6
CSCCC(NC(=O)c1ccco1)C(=O)Nc1ccc(C)cn1 (stereo unspecified)	-19	-1
C(=N\NCc1ccccc1)/c1ccc2ncccc2c1	-24	11
N#Cc1nc(Nc2cccc(Cl)c2)c2ncn(C3CCCC3)c2n1	-14	7
COc1ccc(-c2ccc(NC(=O)c3ccco3)cc2)nn1	-15	11
COc1cc(-c2nnc3sc(Cc4ccccc4)nn23)cc(OC)c1OC	-16	28
O=C(NCCCN1CCOCC1)c1ccc2c(c1)N(Cc1ccccc1)CCS2	-14	14
O=C(CSc1nc2nn(-c3ccccc3)c(=O)c-2c2n1CCCCC2)Nc1ccc(F)c(F)c1	-1	11
CC(C)(C)C(=O)NCc1ccc(C(=O)CSc2nnc(C3CC3)n2C2CC2)s1	28	21
CCCCc1nnc(NC(=O)C2=COCCO2)s1	-15	11
O=C1N=C(N2CCc3ccccc3C2)S/C1=C\c1ccc(O)cc1	-13	8
CCn1c(COc2ccc(OC)cc2)nc2ccccc21	-3	38
O=C(Nc1ccccc1C(=O)OCn1nnc2ccccc2c1=O)c1ccco1	-30	24
COc1ccccc1N1CCN(CC(=O)c2c[nH]c3ccccc23)CC1	-19	19
COc1cc(CN(C)c2ncnc3sccc23)ccc1OC(F)F	9	43
O=C(NCc1ccccc1Cl)c1cnn2cccnc12	-16	20
CC1(C)CC(=O)C/C(=N\NC(=O)C2CC2c2ccccc2)C1 (stereo unspecified)	-14	5
O=C(Cn1cc([N+](=O)[O-])cn1)NCc1ccccc1Cl	-1	6
COc1cccc(Nc2nc(-c3sc(NC(=O)CC(C)C)nc3C)cs2)c1	-29	38
Oc1c(C=Nc2cccc3cccnc23)sc2ccccc12	99*	43
CCCC(=O)C1=C(O)C(C(=O)OC)C(C)(C)CC1=N (stereo unspecified)	-5	10
COc1ccc(OC)c(Cc2nnc(CCC(=O)N3CCN(C4CCCC4)CC3)o2)c1	-11	11
O=C(NC(=O)c1ccccc1N1CCCCC1)Nc1ccc(Br)cc1	11	7
COc1cc([N+](=O)[O-])ccc1NC(=O)NCC1CCN(Cc2ccc(Cl)cc2)CC1	-23	19
COc1cccc(C(=O)NNC(=S)NC2CCCCC2)c1	17	6
Cc1cccc(CC(=O)Nc2ccon2)c1	0	15
O=C(CC1OC(=O)c2ccccc21)Nc1cc(Cl)ccc1N1CCOCC1 (stereo unspecified)	-4	19
O=C(CCc1nc2ccccc2c(=O)[nH]1)OCC(=O)c1ccc(C2CCCCC2)cc1	-6	12
CC(Oc1ccccc1)C(=O)Nc1cccc([N+](=O)[O-])c1 (stereo unspecified)	-4	28

A draw from above in order of number of heavy atoms, falling:
SMILES	OX1R antag-1	OX1R antag-2
COc1cccc(C(=O)NNC(=S)NC2CCCCC2)c1	17	6
CCCC(=O)C1=C(O)C(C(=O)OC)C(C)(C)CC1=N (stereo unspecified)	-5	10
Cc1cccc(CC(=O)Nc2ccon2)c1	0	15

More compounds follow:
SMILES	OX1R antag-1	OX1R antag-2
COc1ccc(O)c(-c2cc(-c3cccs3)[nH]n2)c1	-7	56
Clc1ncccc1-c1nnn(-c2ccccc2)n1	-6	30
COc1cc(C2NC(=O)NC(C)=C2C(=O)OC2CCCC(C)C2)cc(Br)c1O (stereo unspecified)	-27	15
COCCn1cnc2c1c(=O)n(CC#N)c(=O)n2Cc1ccccc1	0	12
CC(Nc1c([N+](=O)[O-])c(=O)oc2ccccc12)C(Cl)c1ccccc1 (stereo unspecified)	-25	19
O=C(NNC(=O)c1ccncc1)c1ccccc1	-15	1
CCn1ccnc1CN1CCCC(C(=O)c2ccc3cc(OC)ccc3c2)C1 (stereo unspecified)	-33	8
O=Cc1cccn1-c1ncc(Br)cn1	-4	12
COc1ccccc1NS(=O)(=O)c1cc(NC(C)=O)ccc1N1CCCCC1	-23	26
O=C(COc1ccccc1Cl)NCCCNC(=O)c1cccnc1	-10	21
CC(C)CN(C(=O)CN1CCN(c2ccc([N+](=O)[O-])cc2)CC1)c1c(N)n(CC(C)C)c(=O)[nH]c1=O	-13	26
CC(=O)Nc1cccc(NC(=O)c2cc(-c3cccnc3)nc3ccc(Cl)cc23)c1	-11	38
Cc1ccc2cc(C=C(C#N)C#N)c(N3CCCCC3)nc2c1	-21	13
COc1ccc(S(=O)(=O)N2CCC(C(=O)NCCC(=O)Nc3ccc(Cl)cc3)CC2)cc1	-12	1
Cc1ccc2c(c1)c1nnc(SCC(=O)Nc3ccccc3C(F)(F)F)nc1n2CC(=O)O	-19	20
COc1ccc(S(=O)(=O)N(C)CC(=O)NCCC2=CCCCC2)cc1OC	-15	11
CCN(CC)C(=O)c1cc(Cl)ccc1NC(=O)c1ccco1	-19	9
Cc1cc(C)c2c(Cn3ccnc3)cc(=O)oc2c1	-3	5
Cc1c(C(=O)N2CCC(Cc3ccccc3)CC2)cccc1[N+](=O)[O-]	-23	10
CCCOc1ccc(-c2nnc(-c3ccncc3)o2)cc1	-6	15
COc1cccc(/C(O)=C2/C(=O)C(=O)N(CCN(C)C)C2c2ccc(Br)cc2)c1 (stereo unspecified)	-12	-3
Cc1ccc(NC(=O)CSCC(=O)NCCc2ccccc2)cc1	-24	8
Cc1ccc(N(C)S(=O)(=O)c2cccc(C(=O)Nc3ccc(N4CCOCC4)cc3)c2)cc1	8	9
Cc1cccc(CN2C(=O)/C(=C\c3ccc(C(=O)NCCN4CCOCC4)cc3)Sc3ccccc32)c1	4	12
COc1ccc(OC)c2c(N3CC(C)OC(C)C3)cc(C(F)(F)F)nc12 (stereo unspecified)	-10	16
O=[N+]([O-])c1ccc2nonc2c1Nc1ccccc1	-5	27*
O=C(CN1C(=O)c2ccccc2C1=O)Nc1ccccc1N1CCOCC1	-11	6
CCOC(=O)c1ccc(NC(=O)C2CCCN(S(=O)(=O)c3cnc[nH]3)C2)cc1 (stereo unspecified)	-5	6
C=CCn1c(O)c(N=Nc2ccccc2C)c2ccccc21	-23	17
CCCc1cc(=O)[nH]c(SCC(N)=O)n1	-2	5
O=C1c2ccccc2C(=O)N1CCC1=CCCCC1	-22	10
Cc1ccsc1C1C=C(c2cccc(Br)c2)Nc2ncnn21 (stereo unspecified)	45*	51
O=C1NC2(CCCCCC2)C(=O)N1Cc1ccccc1	-33	5
C=CCSc1nc2ccccc2c(=O)n1Cc1ccccc1	-54	11
COc1ccc(N2CC(NS(=O)(=O)c3ccc(F)cc3)CC2=O)cc1 (stereo unspecified)	-19	18
O=C(NCCCN1CCOCC1)c1ccccc1NS(=O)(=O)c1ccc(Br)cc1	-13	12
COc1ccc(N=c2scc(-c3ccc(OC)cc3)n2CCO)cc1	-13	47
COc1cc2c(cc1OC)C(c1cccs1)N(C(=O)c1cccc(S(=O)(=O)N(C)C)c1)CC2 (stereo unspecified)	-35	15
CC(C(=O)N1c2ccc(F)cc2CCC1C)N1C(=O)c2ccccc2C1=O (stereo unspecified)	-11	19
CC12CCCc3c(O)cc(=O)n(c31)-c1ccccc12 (stereo unspecified)	-3	0
CCN(CC(=O)NCCc1ccc(Cl)cc1)Cc1nc2ccccc2c(=O)[nH]1	-23	6
COc1ccccc1S(=O)(=O)Cc1ccc(C(=O)NC2CC2)o1	-4	11
Cn1c(=O)c2c(ncn2CC(=O)OCC(=O)Nc2ccc(Cl)cc2Cl)n(C)c1=O	5	5
O=C(COC(=O)c1ccc(S(=O)(=O)N2CCc3ccccc3C2)cc1)NC(=O)NCc1ccco1	-21	11
COc1cccc(NC(=O)CCC2CCN(C(=O)c3ccc(C(C)=O)s3)CC2)c1	-24	9
Clc1ccc(CO/N=C/c2cccs2)cc1	-6	2
COc1ccccc1NS(=O)(=O)c1ccc(/C=C/C(=O)N2CCN(C(C)=O)CC2)cc1	-14	6
CN(C(=O)c1cc(-c2ccc3c(c2)OCO3)on1)c1ccccc1	1	13
CCc1nnc(NC(=O)c2cc(S(=O)(=O)N(CC)CC)ccc2Cl)s1	-29	18
C=CCOCCN(C)C1=NS(=O)(=O)c2ccccc21	-12	20
CCn1nc(C(=O)N2CCN(Cc3nc4ccccc4s3)CC2)c2ccccc2c1=O	-20	12
COc1ccc(C(=O)Nc2ccccc2N2CCOCC2)cc1Br	-14	10
Cc1ccc([C@@H]2[C@@H]3C(=O)N(C)C(=O)[C@@H]3[C@@H]3C(=O)Nc4ccccc4C(=O)N23)cc1	-14	29
CC(C)c1ccc(C(O)c2cnc(C(C)C)n2C)cc1 (stereo unspecified)	-22	1
Cc1ccccc1C(=O)OC1CCCN(C)C1 (stereo unspecified)	2	-1
CCCCNC(=O)CSc1nc2cc3c(cc2c(=O)n1CCCC(=O)NCCc1ccc(OC)c(OC)c1)OCO3	-24	2
CC1CCCCN1S(=O)(=O)c1ccc(N(C(=O)c2cnccn2)C(C(=O)NC2CCCC2)c2cccs2)cc1 (stereo unspecified)	-18	10
CC(/C=C/c1ccco1)=N/NC(=O)c1ccccc1Cl	-20	9
CC(=O)c1ncnn1CC(=O)c1ccc(Cl)cc1Cl	5	8
CN(C)S(=O)(=O)c1cccc(COC(=O)c2cc([N+](=O)[O-])ccc2N2CCOCC2)c1	-15	35
The list continues:
SMILES	OX1R antag-1	OX1R antag-2
O=C1N=C(N2CCOCC2)S/C1=C\c1cccnc1	-4	37*
CN(C)S(=O)(=O)c1cccc(NC(=O)/C=C/c2ccccc2[N+](=O)[O-])c1	-15	17
CCOc1ccccc1NC(=O)NNS(=O)(=O)c1ccc([N+](=O)[O-])cc1	-15	6
CCOc1ccc(OCc2ccc(C(=O)OCc3ccccn3)o2)cc1	-26	20
COC(=O)C1SCC2C(=O)N(Cc3cccc(C)c3)CC(=O)N21 (stereo unspecified)	1	5
CCOC(=O)/C(C(N)=NC)=C(\O)c1ccccc1	4	2
Cc1ccc(S(=O)(=O)Nc2cccnc2)c(C)c1C	-6	17
CC(C)C(NC(=O)c1ccccc1)c1nnc(SCC(=O)Nc2nccs2)n1C (stereo unspecified)	-23	9
CCOC(=O)N1CCC(NC(=O)CCCC(=O)O)CC1	10	8
COc1ccc([C@H]2CC(=O)C=C(c3cccc(OCc4ccccc4)c3)C2)cc1	-12	1
Cc1ccc(NC(=O)NCc2ccccn2)cc1Cl	-9	14
O=C(O)c1cc2nc(-c3ccccc3)cc(-c3ccccc3)n2n1	-19	25
COc1ccc(S(=O)(=O)N2CCC(C)CC2)cc1Br	1	-2
COc1ccccc1NS(=O)(=O)c1cc(NC(=O)CNC(=O)c2cc(C)cc(C)c2)ccc1C	-4	45
COc1ccc(C(c2sc3nc(C)nn3c2O)N2CCC3(CC2)OCCO3)cc1 (stereo unspecified)	-8	14
COc1ccc(NC(=O)c2cc3c(COC(C)=O)cnc(C)c3oc2=Nc2cccc(C(=O)O)c2)c(OC)c1	4	9
COc1ccc(-c2nnn(CC(=O)N(CC(=O)NCCC(C)C)c3ccccc3)n2)cc1OC	-22	3
CCOc1ccc(C(=O)O)cn1	-1	2
Cc1ccc(C)c(NC2=NS(=O)(=O)c3ccccc32)c1	-25	8
COC(=O)c1ccc(-n2cncn2)c(F)c1	10	13
CCc1nc(CNC(=O)C2CCC(=O)N(CCc3ccc(OC)cc3)C2)cs1 (stereo unspecified)	7	18
C=CCNC(=O)c1cc(Cl)ccc1[N+](=O)[O-]	7	42

An excerpt from above in order of length of the SMILES, smallest number first.
SMILES	OX1R antag-1	OX1R antag-2
CCOc1ccc(C(=O)O)cn1	-1	2
COC(=O)c1ccc(-n2cncn2)c(F)c1	10	13
Cc1ccc(NC(=O)NCc2ccccn2)cc1Cl	-9	14
Cc1ccc(S(=O)(=O)Nc2cccnc2)c(C)c1C	-6	17
C=CCNC(=O)c1cc(Cl)ccc1[N+](=O)[O-]	7	42
Cc1ccc(C)c(NC2=NS(=O)(=O)c3ccccc32)c1	-25	8
CCOc1ccc(OCc2ccc(C(=O)OCc3ccccn3)o2)cc1	-26	20
O=C(O)c1cc2nc(-c3ccccc3)cc(-c3ccccc3)n2n1	-19	25
COC(=O)C1SCC2C(=O)N(Cc3cccc(C)c3)CC(=O)N21 (stereo unspecified)	1	5
CCc1nc(CNC(=O)C2CCC(=O)N(CCc3ccc(OC)cc3)C2)cs1 (stereo unspecified)	7	18
COc1ccc(C(c2sc3nc(C)nn3c2O)N2CCC3(CC2)OCCO3)cc1 (stereo unspecified)	-8	14
COc1ccc([C@H]2CC(=O)C=C(c3cccc(OCc4ccccc4)c3)C2)cc1	-12	1
COc1ccc(-c2nnn(CC(=O)N(CC(=O)NCCC(C)C)c3ccccc3)n2)cc1OC	-22	3
COc1ccccc1NS(=O)(=O)c1cc(NC(=O)CNC(=O)c2cc(C)cc(C)c2)ccc1C	-4	45
COc1ccc(NC(=O)c2cc3c(COC(C)=O)cnc(C)c3oc2=Nc2cccc(C(=O)O)c2)c(OC)c1	4	9
